# High-throughput results from PubChem BioAssay.
# EPAC2 antagonist: EPAC2 (human) antagonism; Q8WZA2; EPAC2 GEF exchange of Rap1B-BODIPY-GDP, fluorescence; Potency, µM (top dose mostly 114 µM), without a hit: top-dose activity, negative = inhibition, usual class: inhibitors; 0.18% of 360,000 active; also: % is scaled to controls: 0 for no effect and ±100 for the full control effect; nearly all actives have a fitted effect of over 45% in size; many of its hits are not listed in these tables
# Target sequence (Q8WZA2 whole entry, looked up): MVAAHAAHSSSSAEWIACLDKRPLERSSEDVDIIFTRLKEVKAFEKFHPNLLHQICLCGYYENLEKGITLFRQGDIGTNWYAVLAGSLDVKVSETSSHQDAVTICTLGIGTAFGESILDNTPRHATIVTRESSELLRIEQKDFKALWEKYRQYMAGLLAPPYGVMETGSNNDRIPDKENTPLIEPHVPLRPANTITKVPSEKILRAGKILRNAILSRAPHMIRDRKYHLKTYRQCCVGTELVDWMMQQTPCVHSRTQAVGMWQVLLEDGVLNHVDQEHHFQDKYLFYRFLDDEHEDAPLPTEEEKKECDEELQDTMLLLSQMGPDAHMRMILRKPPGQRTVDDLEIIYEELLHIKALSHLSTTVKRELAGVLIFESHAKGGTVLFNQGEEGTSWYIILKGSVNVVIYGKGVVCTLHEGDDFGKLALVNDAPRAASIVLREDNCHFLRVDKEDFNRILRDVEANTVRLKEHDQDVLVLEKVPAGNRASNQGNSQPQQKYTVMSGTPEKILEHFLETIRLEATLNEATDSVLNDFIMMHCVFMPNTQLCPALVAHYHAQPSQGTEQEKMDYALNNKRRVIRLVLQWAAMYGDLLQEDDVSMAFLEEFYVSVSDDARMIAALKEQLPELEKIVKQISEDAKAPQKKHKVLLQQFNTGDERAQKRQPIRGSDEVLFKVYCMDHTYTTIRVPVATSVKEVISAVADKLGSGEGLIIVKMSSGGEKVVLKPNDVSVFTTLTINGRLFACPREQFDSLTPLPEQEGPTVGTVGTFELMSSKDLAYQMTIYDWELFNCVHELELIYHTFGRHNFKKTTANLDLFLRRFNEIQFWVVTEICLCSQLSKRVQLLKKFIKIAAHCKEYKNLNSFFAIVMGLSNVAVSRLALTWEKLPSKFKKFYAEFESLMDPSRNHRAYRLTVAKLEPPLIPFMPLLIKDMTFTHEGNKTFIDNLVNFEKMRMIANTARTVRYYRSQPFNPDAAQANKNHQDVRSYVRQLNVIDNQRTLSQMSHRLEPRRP
# A549 viability: A549 cytotoxicity, counter-screen for Nrf2 inhibitors. A549 ARE-Fluc cells, CellTiter-Fluor viability, 18-24 h. Potency, µM (titrated, usually from 46 µM), without a hit: at the top dose activity change, negative = cytotoxicity, hits mostly inhibitors. 0.16% of 390,000 active. AID 504648; also: % is scaled to controls: 0 for no effect and ±100 for the full control effect
#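 A549 ARE-Fluc cells in 5% FBS OPTI-MEM, 5000 cells/well, rested 2 h then exposed to compounds in concentration-response for 18-24 h at 37 °C. Viability by CellTiter-Fluor fluorescence (Ex 405/Em 525) after 30 min; luciferase luminescence (BugLite, 15 min, RT) read afterwards.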
# TGFb inhibitor: inhibitors of TGF-b signaling. HepG2 CAGA-GFP TGF-b/SMAD3 reporter, GFP fluorescence, 18 h; TGF-beta stimulated, 500 pg/mL final. Potency, µM (doses to about 46.1 µM), inactives show at the highest dose activity, negative = inhibition, usual class: inhibitors. 1.2% of 410,000 active; also: % is scaled to controls: 0 for no effect and ±100 for the full control effect; nearly all actives have a fitted effect of over 65% in size
#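 Read-out: total well GFP (ex488/em500-530) summed from mean per-cell fluorescence. Cells: HEPG2 CAGA-GFP, 1% FBS DMEM, 18 h at 37 degrees C with 500 pg/mL final TGF-beta. Unstimulated wells served as the full-inhibition control; stimulated DMSO wells = 0%.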
# ATXN2 expr inh: ATXN2 expression inhibition; 0.72% of 360,000 active; AID 1745845; Potency, µM (series often up to 57 µM), for inactives: top-dose activity change, negative = inhibition, actives largely listed as inhibitors; HEK-293 ATXN2-luciferase reporter, luminescence, 24 h; also: % is scaled to controls: 0 for no effect and ±100 for the full control effect; nearly all actives have a fitted effect of over 55% in size
#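 ATXN2-luciferase reporter cells (luciferase flanked by upstream and downstream ATXN2 gene portions) were treated 24 h at 37 °C with compounds at up to 57 uM. SteadyGlo luminescence gave expression; GF-AFC fluorescence gave viability.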
# ATXN viability: viability counter-screen for ATXN expression inhibitors. Potency, µM (highest dose often 56.7 µM), actives largely listed as cytotoxic. 0.49% of 400,000 active. S2 cells (HEK-293 line with an ATXN2-luciferase reporter) viability, CellTiter-Fluor protease fluorescence, 24 h; also: nearly all actives have a fitted effect of over 40% in size
# Nrf2 ARE act: activates Nrf2 signaling. AREc32 ARE-luciferase reporter (MCF7-derived line), luminescence, 24 h. Potency, µM (titrated, usually from 46.1 µM), without a hit: at the highest dose activation, usual class: activators. 0.31% of 410,000 active. AID 624171; also: % of control where 0% means no effect; nearly all actives have a fitted effect of over 65% in size
#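 AREc32 cells carrying an ARE-driven firefly luciferase reporter were seeded at 1000 cells/well in OPTI-MEM with 5% FBS, then exposed to compound for 24 hr at 37 deg C. Luminescence was read with Steady-Glo after 30 min at RT.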
# MCF10A rereplic: induces DNA re-replication in MCF 10a normal breast cells; MCF 10A DNA re-replication, Hoechst nuclear intensity, 48 h; 2.9% of 350,000 active; Potency, µM (doses to about 46.1 µM), for inactives: at the highest dose activity, positive = re-replication, most hits filed as activators; also: % of control where 0% means no effect; nearly all actives have a fitted effect of over 50% in size
# Nrf2 block: Nrf2 pathway inhibition | A549 ARE-Fluc reporter, luciferase luminescence, 18-24 h | Potency, µM (series often up to 46 µM), for inactives: at the top dose activity change, negative = inhibition, most hits filed as inhibitors | 2.1% of 360,000 active | AID 504444; also: % is scaled to controls: 0 for no effect and ±100 for the full control effect; nearly all actives have a fitted effect of over 60% in size
#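 A549 ARE_Fluc cells, 5000/well, 5% FBS OPTI-MEM; compounds in dose-response, 18-24 h at 37 °C/5% CO2; CellTiter-Fluor viability read (Ex 405/Em 525), then BugLite luciferase luminescence = Nrf2 activity.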
# HepG2 viability: HepG2 cytotoxicity, counter-screen for TGF-b inhibitors; HepG2 CAGA-GFP viability, ATP luminescence, 18 h; Potency, µM (highest dose often 46.1 µM), inactives show at the top dose activity change, negative = cytotoxicity, most hits filed as cytotoxic; 0.76% of 410,000 active; also: some results filed as inactive show a strong effect at the top dose
#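 CellTiter-Glo luminescence gave cytotoxicity after 18 hours at 37 degrees C. The cells were HepG2 CAGA-GFP in 1% FBS DMEM, stimulated with 500 pg/mL TGF-beta after compound addition. %Activity was normalised to no-cell wells (complete cell-killing) and DMSO (no toxicity), and curves were fitted and classified.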
# * hit, by the source's call; i = inactive; u = inconclusive; x = no result given; & = joins results of further samples; [ ] = dose if it differs, or a comment. Calls follow the shape of the dose curve; as a rule, active = well fitted curve in the direction sought with a large enough effect; inconclusive = small, poorly fitted or top-dose-only effect, or another doubt; inactive = no such curve, though single readings can be large; an effect the other way counts as inactive or inconclusive. Potency is read from the fitted curve at half-maximal effect. Only part of the results is shown. The share of hits here may be higher or lower than overall.
SMILES,EPAC2 antagonist,A549 viability,TGFb inhibitor,ATXN2 expr inh,ATXN viability,Nrf2 ARE act,MCF10A rereplic,Nrf2 block,HepG2 viability
Cc1ccc(CN2CCN(CC(=O)N=Nc3c(O)[nH]c4ccccc34)CC2)cc1,-1.7%,-4.3%,-29.4%,-24.9%,i,3.2%,u,u,-19.8%
COCCNC(=O)c1ccccc1NC(=O)c1ccc(Cl)c(S(=O)(=O)Nc2ccc(C)cc2C)c1,2.3%,-4.2%,-3.1%,-0.8%,i,0.8%,-1.6%,u,-32.5%
O=C(CN(c1ccccc1)S(=O)(=O)c1ccccc1)NCCSCc1ccco1,1.9%,-6.8%,0.1%,0.8%,i,3.3%,2.8%,-7.8%,-2.4%
CCCCCn1c(CN2CCN(C(=O)OCC)CC2)nc2c1c(=O)n(C)c(=O)n2C,-3.3%,-4.1%,-7.3%,-5.8%,i,0.6%,-1.6%,4.3%,-20.7%
COC(=O)c1cc2ccsc2n1CC(=O)NCC1CCCO1 (centres undefined),-0.6%,-2.4%,-20.3%,-0.2%,i,0.3%,-2.1%,-8.5%,-10.2%
Cc1ccc2nc3n(c(=O)c2c1)-c1cc2ccccc2cc1C(=O)NC3Cc1ccc(O)cc1 (centres undefined),5.5%,x,u,u,u,-4.6%,x,x,-1.6%
COC(=O)c1c(NC(=O)CSc2ncn[nH]2)sc(C)c1C,-5.3%,-1.5%,-8.1%,6.2%,i,7.9%,7.3%,-12.9%,-2.5%
Cn1nc(C(=O)OCCN2C(=O)c3ccccc3C2=O)c2ccccc2c1=O,6.3%,-2.3%,2.4%,-16.9%,i,0.4%,-0.8%,1.2%,7.0%
Cc1ccc(O)c(C(=O)c2cc(C#N)c(=O)n(-c3c(C)n(C)n(-c4ccccc4)c3=O)c2)c1,-5.6%,-22.7%,40.3%[activator],-7.1%,i,-0.3%,-7.8%,x,-13.5%
COc1ccc(C(=O)Nc2ccc(NC(=O)CSc3nnc(-c4ccncc4)n3C)cc2)cc1,-3.2%,-0.3%,10.9%,-7.2%,i,-1.4%,-4.0%,2.7%,2.9%
Cc1ccc(S(=O)(=O)N2CCN(C(=O)CSc3nccn3C)CC2)cc1,3.1%,0.2%,9.2%,-0.6%,i,-0.6%,21.0%,-2.6%,6.1%
On1c(-c2ccccc2)nc2ncccc21,-2.4%,14.0%,5.4%,x,i,0.0%,-9.4%,1.0%,-2.3%
CCc1nnc(NC(=O)C2CCCN2C(=O)Nc2ccccc2OC)s1 (centres undefined),12.2%,7.2%,-15.3%,0.9%,i,-0.6%,-1.7%,-27.8%,-13.4%
O=c1[nH]cc(S(=O)(=O)c2ccccc2)[nH]1,2.3%,7.2%,12.7%,-24.1%,i,-0.2%,-1.2%,-9.2%,0.0%
Cc1ccc(S(=O)(=O)n2cc(C=O)c3ccccc32)cc1,u,16.0%,u,u,i,0.1%,98.0%,10.9%,-30.3%
O=C(COCc1cc(-c2ccc3c(c2)OCO3)on1)N1CCN(c2cccc(C(F)(F)F)c2)CC1,-10.7%,0.3%&0.3%,u,u,i,2.8%&-0.6%,u,u,-9.8%&-27.1%
CCCC(=O)C1=C(N2CCCCC2)CC(C)(C)C(C(=O)OC)C1=O (centres undefined),10.1%,-2.5%,2.2%,1.4%[11.3 µM],i,-0.2%,-4.8%,-10.6%,3.2%
Cc1ccc(CN2CCN(/N=C/c3cc(Br)ccc3F)CC2)cc1,-13.7%,0.3%,-8.1%,6.6%,i,-0.3%,u,2.6%,1.4%
COC(=O)[C@H](CCSC)NC(=O)NCc1cccs1,-5.5%,19.6%,-14.8%,2.7%,i,-0.2%,-7.0%,13.4%,-3.4%
CCOc1cc(N2CCOCC2)c(OCC)cc1NC(=O)C1=NN(c2cccc(C)c2)C(=O)CC1,-10.1%,-9.1%,-1.7%,x,i,0.1%,1.6%,-16.6%,-15.0%
COc1ccc(C(=O)COC(=O)C(C(C)C)N2C(=O)C3C4C=CC(C4)C3C2=O)cc1 (centres undefined),2.2%,0.4%,0.2%,-1.9%,i,0.2%,-9.0%,1.3%,-12.9%
Cc1ccc2nc(SCC(=O)N3CCC(C)CC3)nc(=O)n2c1,21.8%,0.2%,9.6%,-6.1%,i,0.0%,-5.6%,-1.3%,6.0%
O=C(CNC(=O)c1cccc(OC(F)F)c1)OCc1cc(=O)n2cc(Br)ccc2n1,-2.6%,-0.9%,64.8%[activator],-10.3%,i,-0.2%,1.1%,14.2%,-1.2%
NS(=O)(=O)c1ccc(N2CCN(S(=O)(=O)Cc3ccccc3)CC2)nc1,-3.7%,-4.2%,0.4%,-4.8%,i,-0.6%,u,-29.9%,2.5%
CCN(CC)S(=O)(=O)c1ccc(NC(=O)COC(=O)CNC(=O)C2CCCCC2)cc1,-3.4%,-4.8%,-5.0%,7.7%,i,0.4%,4.5%,-2.2%,27.0%
CC(=O)Nc1ccc(S(=O)(=O)Nc2cc(Cl)ccc2N2CCOCC2)cc1,-2.9%,-0.3%,4.0%,-6.8%,i,3.9%,0.7%,-11.0%,5.9%
COc1ccccc1N1C(=O)C2CC=CC(C)C2C1=O (centres undefined),-1.1%,-7.7%,-8.7%,-7.4%,i,-0.7%,-6.2%,-16.1%,1.9%
CSC(=O)CC(=O)NC(=O)c1ccccc1,12.0%[57.1 µM],u,u,0.8%,i,3.9%,-0.8%,9.2%,1.6%
CC(C)=CCc1c(O)c(CC=C(C)C)c2occ(-c3ccc(O)cc3)c(=O)c2c1O,-16.6%,u,u,u,x,-0.9%,9.2µM*,u,-110.3%
O=C(Nc1c(C(=O)N2CCOCC2)cnn1-c1ccccc1)c1ccccc1,-0.6%,3.2%,-10.7%,-7.5%,i,0.5%,5.4%,x,7.2%

# The list goes on; the last two above are carried over.
SMILES,EPAC2 antagonist,A549 viability,TGFb inhibitor,ATXN2 expr inh,ATXN viability,Nrf2 ARE act,MCF10A rereplic,Nrf2 block,HepG2 viability
CC(C)=CCc1c(O)c(CC=C(C)C)c2occ(-c3ccc(O)cc3)c(=O)c2c1O,-16.6%,u,u,u,x,-0.9%,9.2µM*,u,-110.3%
O=C(Nc1c(C(=O)N2CCOCC2)cnn1-c1ccccc1)c1ccccc1,-0.6%,3.2%,-10.7%,-7.5%,i,0.5%,5.4%,x,7.2%
O=C(CCN1C(=O)[C@@H]2Cc3ccccc3CN2C1=O)N[C@@H](Cc1ccccc1)C(=O)O,-5.9%,-2.7%,19.0%,1.6%,i,0.4%,u,0.8%,-1.6%
CSc1ccc(/C=N/NC(=O)c2ccccc2Cl)cc1,-3.8%,-9.7%,23.9%,8.4%,i,2.2%,23.1µM*,u,-0.2%
COC(=O)Cc1csc(NC(=O)c2ccc3ncsc3c2)n1,-3.9%,1.2%,-3.8%,24.2%,i,4.1%,7.1%,u,4.5%
Cc1nc(-c2cccc(-c3noc(C)n3)c2)no1,8.1%,-10.2%,u,11.3%,i,-0.5%,10.6%,5.1%,3.7%
OC1CCCC1NCc1ccnc2cc(Cl)ccc12 (centres undefined),4.0%,-16.8%,26.9%,u,u,0.3%,2.9%,-11.6%,1.2%
COc1ccc(S(=O)(=O)N2CCCCCC2)cc1NS(=O)(=O)c1cc(C(=O)O)cc(C)c1C,-10.3%,-1.3%,11.9%,9.2%,i,-0.2%,-3.6%,19.5%,21.7%
CC(=O)NN1C(=O)/C(=C\c2ccc(Br)o2)SC1=S,-5.0%,-6.8%,0.0%,-28.1%,i,15.8µM*,u,-11.9%,-20.2%
CC(=O)Nc1ccc(S(=O)(=O)N2CCC3(CC2)CC(=O)c2ccccc2O3)cc1,-9.0%,0.4%,-24.8%,-4.3%,i,-0.5%,-0.8%,-10.7%,-13.3%
COc1cc([N+](=O)[O-])cc([N+](=O)[O-])c1NC(=O)N1CCOCC1,-0.3%,-8.1%,0.2%,-7.3%,i,17.7%,u,0.7%,-4.5%
COc1cc(S(=O)(=O)N2CCOCC2)cc(C(=O)OCC(=O)NC2CCCCC2)c1OC,11.1%,0.9%,6.5%,x,i,0.0%,-7.1%,-15.5%,-8.1%
CC1=C(C(=O)OCc2ccc3c(c2)OCO3)C(c2ccccc2)NC(=O)N1 (centres undefined),-7.0%,-2.0%,3.1%,u,i,-0.3%,-6.6%,8.2µM*,-9.5%
CC(=O)Nc1ccc(NC(=O)CSc2nc3ccccc3c(=O)n2CCCN2CCOCC2)cc1,13.2%,-12.5%,-3.8%,-8.4%,u,0.0%,0.4%,4.5%,-0.4%
COc1ccc(C(=O)c2oc3ccccc3c2NC(=O)COc2ccc(C)cc2)cc1,x,-1.3%,-3.9%,-1.9%,i,0.4%,x,x,-7.5%
N#CCCN(C(=O)COC(=O)c1cc2ccccc2oc1=O)c1ccccc1,5.6%,9.0%,-12.4%,-8.9%,u,5.5%,-0.8%,23.3%,0.5%
Cn1cc([N+](=O)[O-])c(C(=O)N/N=C/c2ccccc2)n1,-0.9%,-7.3%,3.1%,0.5%,i,4.2%,0.4%,13.0%,18.1%
Cn1c(N)c(C(=O)COC(=O)c2cc(S(=O)(=O)NCc3ccccc3)ccc2O)c(=O)n(C)c1=O,-0.5%,-2.6%,7.0%,7.8%,i,0.5%,0.7%,19.0%,11.6%
O=C(O)c1ccc(OCC(O)Cn2c3ccccc3c3ccccc32)cc1 (centres undefined),-16.6%,-5.2%,-0.2%,15.1%,i,-0.4%,-4.2%,-9.2%,-22.7%
O=C(CCn1c(=O)c2sccc2n(Cc2cc(=O)n3ccccc3n2)c1=O)NCc1ccco1,-4.8%,-1.5%,u,0.7%,i,-0.1%,0.5%,15.9%,-2.1%

# Full records from above. Order of screens: EPAC2 antagonist	A549 viability	TGFb inhibitor	ATXN2 expr inh	ATXN viability	Nrf2 ARE act	MCF10A rereplic	Nrf2 block	HepG2 viability
# Listed for Cc1nc(-c2cccc(-c3noc(C)n3)c2)no1 → 8.1%	-10.2%	u	11.3%	i	-0.5%	10.6%	5.1%	3.7%
# Listed for O=C(CCN1C(=O)[C@@H]2Cc3ccccc3CN2C1=O)N[C@@H](Cc1ccccc1)C(=O)O → -5.9%	-2.7%	19.0%	1.6%	i	0.4%	u	0.8%	-1.6%
